# tim23-1 inh = tim23-1 yeast growth inhibition | S. cerevisiae tim23-1 growth, BacTiter-Glo luminescence, 24 h | inhibition, % at 20 µM | 330,000 compounds, 1.3% hits | AID 463212;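 active means growth inhibition of the mutant yeast at or above 50%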;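 further: temperature-sensitive mutant grown at 25 °C; plate controls were DMSO-treated mutant yeast for no effect and medium wells lacking yeast for full effect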
# TIM10 inh = growth inhibitors of TIM10 yeast strain | S. cerevisiae TIM10 strain growth, BacTiter-Glo luminescence, 24 h | inhibition, % at 10 µM | 330,000 compounds, 1.4% hits;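 active means inhibition of 40% or more at the single tested concentration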;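 further: wild-type TIM10 isogenic control strain grown at permissive 25 °C; 0% = DMSO yeast wells and 100% = minimal medium wells without yeast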
# GRIN3A LBD mod = modulates the human NR3A ligand-binding domain | NR3A LBD differential scanning fluorimetry, Tm shift; 0% = protein alone, 100% = glycine-bound protein | Tm shift relative to glycine control, % at 25 µM | 340,000 compounds, 2.5% hits | AID 1259313;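 active means melting temperature shift of at least 10% of the positive control shift, at one fixed dose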
# MPTP inh = blocks calcium-induced mitochondrial swelling; isolated mouse mitochondria, Ca2+ swelling absorbance, 30 min; inhibition, % at 10 µM; 360,000 compounds, 1.4% hits;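 active means inhibition of 50% or more, scaled per plate between neutral and stimulator controls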;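 further: 0% = DMSO wells given calcium and 100% = 1 mM EGTA wells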
# NALP3 yeast inh = blocks the NALP3 inflammasome reconstituted in yeast | Yeast reconstituted NLRP3/ASC/caspase-1, beta-gal luminescence, 24 h | inhibition, % at 10 µM | 330,000 compounds, 0.39% hits | AID 2825;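 active means inhibition of 50% or more; inactive means inhibition below 50%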;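 further: plate controls were induced DMSO wells for no effect and uninduced yeast grown without galactose for full effect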
# tim10-1 inh = growth inhibitors of tim10-1 mutant yeast; S. cerevisiae tim10-1 ts strain growth, BacTiter-Glo, 24 h; inhibition, % at 20 µM; 330,000 compounds, 2.2% hits; AID 463190;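 active means inhibition of at least 40%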;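 further: mutant grown at 25 °C; 0% = DMSO wells with yeast and 100% = wells holding no yeast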
# beta cell repl = inducers of beta-cell replication in MIN6 cells | MIN6 cells proliferation, ATPlite luminescence, 48 h; cells starved in 0.2% serum; 100% = growth in 10% serum | proliferation, % at 10 µM | 330,000 compounds, 0.29% hits | AID 2380;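 active means compounds whose signal lies at least 3.5 SD above the mean of all wells on their plate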;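 further: 0% = DMSO-treated cells in low-serum medium and 100% = 10% serum control; some compounds called inactive have numbers as strong as hits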
# APJ agonist = agonists of human APJ apelin receptor; P35414; CHO-K1 APJ PathHunter beta-arrestin, luminescence; 0% DMSO wells, 100% apelin; activation, % at 20 µM; 330,000 compounds, 0.11% hits;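 active means activation more than six SD over the plate average, tested at 20 µM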;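 further: 0% = DMSO alone and 100% = apelin-13 at 10 nM; some results filed as inactive read as strong as hits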
# Target sequence (P35414 whole entry, looked up): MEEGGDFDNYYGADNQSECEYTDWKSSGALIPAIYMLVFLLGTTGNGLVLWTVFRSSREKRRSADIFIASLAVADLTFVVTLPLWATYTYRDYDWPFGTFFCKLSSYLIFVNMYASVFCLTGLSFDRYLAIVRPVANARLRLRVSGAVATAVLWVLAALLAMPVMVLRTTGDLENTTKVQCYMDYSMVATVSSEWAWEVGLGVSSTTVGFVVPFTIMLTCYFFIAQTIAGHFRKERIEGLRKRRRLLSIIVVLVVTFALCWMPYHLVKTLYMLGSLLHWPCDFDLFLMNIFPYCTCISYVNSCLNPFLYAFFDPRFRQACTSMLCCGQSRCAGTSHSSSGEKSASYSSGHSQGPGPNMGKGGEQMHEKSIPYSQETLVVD
#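 assay system = CHO-K1 APJ beta-arrestin complementation cell line | input = cell density 1000 per well | dosing = compound 20 µM once, DMSO 1% | timing = compound 90 min 25 °C, reagent 1 h | measured by = luminescence from split beta-galactosidase complementation, Galacton Star/Emerald II substrate | read-out basis = APJ agonist activity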
# APJ antag = antagonists of human APJ apelin receptor; CHO-K1 APJ beta-arrestin complementation, luminescence; 330,000 compounds, 0.32% hits; P35414; inhibition, % at 20 µM; AID 2521;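 active means inhibition above about 40% at 20 µM, limit read from the data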;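 further: cells challenged with 10 nM apelin-13 agonist together with compound; plate controls were apelin-13 plus DMSO wells for no effect and DMSO wells lacking apelin-13 for full effect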
# The depositor's hits bear a star; / = no result given.
SMILES,tim23-1 inh,TIM10 inh,GRIN3A LBD mod,MPTP inh,NALP3 yeast inh,tim10-1 inh,beta cell repl,APJ agonist,APJ antag
O=S(=O)(Nc1ccccc1F)c1ccc2nsnc2c1,23,18,2,-0.5,24,24,-4,-9,26
CCOC(=O)c1ccc(N2C(=O)CC(N3CCN(C(=O)c4ccco4)CC3)C2=O)cc1 (stereo unspecified),31,24,-1,-4.8,21,31,-1,5,-14
CCN(CC)C(=O)CSc1nc2c(sc(=S)n2-c2ccc(C)cc2C)c(=O)[nH]1,23,6,4,1.6,15,24,-4,-3,-2
Cc1ccc(-c2nnc(SCC(=O)N3CCCC3)o2)cc1,6,7,2,-5.5,9,2,-2,0,31
C/C(CC(=O)NCc1ccccc1Cl)=N/NC(=O)c1ccccn1,12,11,-2,1.0,5,0,0,0,8
C[N+]1(CC#CC(O)(c2ccccc2)c2ccccc2)CCCC1,15,-16,-5,-0.7,15,-18,2,0,-10
COc1ccccc1CNC(=O)CCC(=O)Nc1nnc(C)s1,1,-12,-1,-1.5,6,7,0,-4,10
CC/C(=N\NC(=O)c1ccc(-c2ccccc2)cc1)C12CC3CC(CC(C3)C1)C2,22,14,1,23,25,4,0,5,-22
O=C(/C=C/c1ccc(F)cc1)NCCCN1CCN(CCCNC(=O)/C=C/c2ccc(F)cc2)CC1,5,7,-13,7.4,25,-13,0,-1,-10
CCCNC1=C(C)C(=O)CC1,13,4,0,-0.1,3,21,-2,-2,17
O=C(Nc1cc(S(=O)(=O)N2CCOCC2)ccc1N1CCOCC1)c1cc(=O)[nH]c2ccccc12,-5,11,3,-0.8,7,-6,0,-1,4
Cc1ccc2c(ccc(=S)n2C)c1,13,4,2,0.1,-4,2,1,-2,-5
COc1ccc(CCNCc2ccccc2N2CCCC2)cc1,-3,-1,-4,1.3,18,7,2,-5,11
Cc1nc(SCC(=O)NCC(F)(F)F)c2c(-c3cccs3)csc2n1,3,-10,0,16,28,22,-1,-4,4
O=C(CN1c2cccc3cccc(c23)S1(=O)=O)Nc1ccc(F)c(F)c1F,13,-26,-4,2.6,15,-24,-1,0,-1
O=C(CN1C(=O)S/C(=C\c2ccccc2)C1=O)NNC(=O)c1ccccc1O,-13,-24,-7,-4.2,12,-7,-4,-1,3
CCN(CC)CCNc1nc2c(c(=O)n(C)c(=O)n2C)n1C/C=C(/C)Cl,2,-10,1,-1.4,15,9,-1,-5,6
CCOc1ccc(/C(O)=C2/C(=O)C(=O)N(CC3CCCO3)C2c2ccc(C)o2)cc1 (stereo unspecified),-2,-13,-1,-2.3,13,-4,3,-3,-18
CN(Cc1ccccc1)S(=O)(=O)c1ccc(Cl)c(C(=O)O)c1,10,-19,-1,0.5,4,-5,-2,-4,2
C/C(=N\NC(=O)CC1N=C(Cc2ccccc2)NNC1=O)c1ccncc1 (stereo unspecified),12,-9,3,0.1,14,9,1,0,-20
C/C(=N\N=C(N)N)c1cccc([N+](=O)[O-])c1,13,-10,0,0.0,18,-3,2,-2,0
CN(Cc1c(F)cccc1Cl)C(=O)c1cnc2ccccc2n1,14,4,1,-2.8,24,-1,-2,-1,9
CC(=O)N(c1nc(CCl)cs1)c1cccc(C)c1C,16,4,0,0.6,1,15,-3,-3,-9
O=C(NCc1cccc(C(F)(F)F)c1)c1ccc2c(c1)OCO2,21,-4,-2,1.3,35,11,-5,17,14
COc1cc(C(=O)N(Cc2ccc(N(C)C)cc2)C2CCS(=O)(=O)C2)cc(OC)c1OC (stereo unspecified),-1,14,0,-2.4,11,9,0,-6,0
CCCCOc1ccc(C(=O)N=c2sccn2C)cc1OC,26,17,1,1.5,0,28,-4,2,-22
O=C(O)c1ccc(S(=O)(=O)N2CCc3ccccc3C2)cc1,9,0,7,-2.3,5,-8,-5,-1,-17
O=C(c1ccccc1Oc1ccccc1)N1CCN(c2ccccc2F)CC1,38,14,-4,-0.3,8,24,1,-3,16
Cc1occc1C(=O)Nc1ccc(Br)cc1F,2,2,2,-0.3,27,-4,2,-4,9
CCCCn1c(=O)n(CC(=O)NCc2ccc(C)cc2)c(=O)c2c1nc(CO)n2CCC,2,-1,8,-0.6,-1,-3,-3,-3,-3
COc1ccc(CNC(=O)C2(CC3CC(c4ccccc4)=NO3)CCN(C(=O)OC(C)(C)C)CC2)cc1 (stereo unspecified),-5,-9,-4,-0.7,26,6,-4,-5,8
CCCc1nn(-c2cc(Cl)ccc2OC)c2c1C(=O)CC(C)(C)C2,25,-1,0,0.8,13,15,4,-1,-26
COc1ccc(CCNC(=O)C2CC2)cc1,11,7,0,1.4,23,2,2,3,-3
Cc1ccnc(S(=O)(=O)Cc2ccc([N+](=O)[O-])cc2)n1,-52,-42,-2,0.1,9,-36,-2,1,-1
Cn1cc(C(=O)N2CCc3ccccc3C2)c(=O)c2cc(S(=O)(=O)N3CCOCC3)ccc21,2,-9,2,-0.7,-6,-8,-2,-3,-1
Cn1c(-c2cc(Br)ccc2O)n[nH]c1=S,0,1,0,-1.0,30,-9,1,-2,31
Cc1ccc(S(=O)(=O)N2C[C@@H]3CCCC[C@@H]3[C@@H](C)[C@H]2CC(=O)c2ccccc2)cc1,33,-3,0,-2.5,/,15,/,/,/
CC1(C)CNC(=O)c2sc(NC(=O)c3ccccc3)nc2C1,3,-25,-1,1.8,10,-13,-2,-2,3
COc1ccc(-c2csc(NC3OC(=O)c4c3ccc(OC)c4OC)n2)cc1OC (stereo unspecified),0,-4,-1,3.6,26,-8,-3,0,9
COc1cc(S(=O)(=O)n2cnc3ccccc32)ccc1Br,11,2,2,0.4,5,3,-2,-1,7
N#CCSc1ccccc1NC(=O)CN1C(=O)C2CC=CCC2C1=O (stereo unspecified),5,-1,-2,-0.1,-9,-2,0,6,12
CCN(CC)c1ccc(C=Nc2ccccc2)c(O)c1,19,7,-2,3.5,13,9,-2,0,-13
Cc1occc1C(=O)Nc1ccccc1C(=O)O,15,0,-1,4.4,14,21,-1,-2,1
S=c1[nH]nc2nnc3ccccc3n12,17,22,0,0.6,21,14,-1,-2,15
CSCCC(NC(=O)COc1ccccc1)C(=O)OCCOc1ccc(C)cc1 (stereo unspecified),14,-1,2,-0.4,20,8,-7,-3,-2
CCC(CC)C(=O)Nc1cccc(C(=O)N2CCCC2)c1,14,-5,-2,0.1,16,-12,-1,1,-16
Cc1c(C(=O)O)oc2c1C(=O)CC(C)(C)C2,3,-5,0,-1.5,16,-4,-2,-2,2
Cc1ccc2nsnc2c1S(=O)(=O)N(CCO)Cc1cc2cc3c(cc2[nH]c1=O)OCCO3,10,9,-17,-4.0,10,18,-2,-2,7
C[C@H](CO)N1C[C@H](C)[C@@H](CN(C)Cc2ccccc2)Oc2c(NS(=O)(=O)c3ccccc3)cccc2C1=O,-6,-2,-2,0.0,2,-9,-2,-1,4
COc1ccccc1CNC(=O)CN1C(=O)NC(c2ccccc2)(c2ccccc2)C1=O,11,-9,5,-1.7,9,-4,-2,-3,6
COc1cc(OC)c(OC)cc1CN(C)CC1CCCN(CCc2ccccc2F)C1 (stereo unspecified),-17,-11,-5,1.1,32,-8,-1,-4,4
CCOC(=O)Nc1ccc(C(=O)/C=C/c2ccccc2)cc1,58*,27,-26,1.5,36,27,-6,-4,5
O=C(Cc1cccs1)Nc1ccc(F)c(F)c1,3,-14,-2,-0.8,27,-10,-2,0,26
CCn1nc(NC(=O)CC(C)C)c2cc3ccc(C)cc3nc21,19,-2,4,-0.6,20,20,-2,-1,5
CC(=O)NCCc1cc2ccc(C)cc2[nH]c1=O,24,-5,3,-0.7,-2,5,0,1,1
O=C(NCCn1cccn1)C1CCC(=O)N(CCc2ccc(Cl)cc2)C1 (stereo unspecified),12,-6,-2,-1.6,22,12,4,4,12
O=C(CN1C(=O)NC2(CCCC2)C1=O)OCCOc1cccc(Br)c1,10,-1,1,-2.7,11,18,-4,-2,11
O=C(CS(=O)(=O)c1ccccc1)N(CCCN1CCOCC1)c1nc2c(F)cccc2s1,-8,4,-1,-0.6,5,-1,1,-5,12
CCC1(CC)NC(=O)N(Cc2nc3ccccc3s2)C1=O,22,1,-1,-1.5,15,10,-1,-1,-12
CCCN1CCN(C(=O)CCCn2c(C)c3cnn(-c4ccccc4)c(=O)c3c2C)CC1,-4,-9,-1,-0.7,17,-14,4,-4,3

# Other compounds:
SMILES,tim23-1 inh,TIM10 inh,GRIN3A LBD mod,MPTP inh,NALP3 yeast inh,tim10-1 inh,beta cell repl,APJ agonist,APJ antag
CC(C)n1nc(C(=O)NCc2ccc3c(c2)OCO3)c2ccccc2c1=O,24,8,-1,0.2,0,-19,6,-2,-2
CCCN(CCC)S(=O)(=O)c1ccc(NC(=O)C2CCCO2)cc1 (stereo unspecified),14,0,-2,2.2,7,8,1,-4,5
CC(Sc1nc(-c2ccccc2)cc(=O)[nH]1)C(=O)O (stereo unspecified),17,-1,-1,-1.2,-3,4,2,-4,-9
CCOC(=O)Cc1csc(NC(=O)/C=C/c2cccc(Br)c2)n1,30,24,0,-2.4,11,21,-3,1,-15
CC(C)(C)OC(=O)NCCCCCNC(=O)c1[nH]cnc1C(=O)N[C@@H](Cc1ccccc1)C(=O)OCc1ccccc1,11,6,-10,1.0,-1,10,-8,5,-16
COC(=O)c1ccc(NC(=O)Nc2ccc3c(c2)nc(C)n3C)cc1,-3,-3,25*,0.5,14,1,3,2,-14
O=C(Nc1ccc(Cl)cc1)C1CCCN(c2ncnc3c2nc2n3CCCCC2)C1 (stereo unspecified),41,4,-15,-0.2,21,53*,-2,-1,16
CC(=O)/C(CN1CCCCC1)=N\O,-1,-9,1,0.3,11,-8,-3,-4,14
O=C(NC1CCCCC1)c1ccc(CS(=O)(=O)Cc2ccccc2F)o1,8,-10,-1,4.4,-1,8,1,-5,-10
COc1ccc(Nc2nccc(-c3ccc(C#N)cc3)n2)cc1,18,-12,-1,0.7,37,4,-2,-1,6
Cc1ccc(NS(=O)(=O)c2ccc(CCC(=O)NC3CC3)cc2)cc1,1,3,0,-0.2,4,-4,5,-2,2
COC(C/C=C/C(=O)[C@@H](C)OCc1ccccc1)OC,56*,50*,-2,-1.0,22,54*,-2,-5,10
COc1ccccc1CNCC(=O)Nc1ccc(N(C)C)cc1,1,0,-1,0.6,20,14,-2,-3,-15
CCOc1ccccc1C(=O)NCC(=O)NCCCSc1ccccc1,19,4,0,0.5,8,16,-1,1,-12
COc1cc(OC)c(C(=O)NC2CCCc3ccccc32)cc1OC (stereo unspecified),3,11,2,-1.5,16,15,0,1,11
CCC(NC(=O)C1CCC1)c1ccccc1 (stereo unspecified),-3,-17,0,-1.1,-7,18,1,-8,3
CCC(=O)NNC(=O)CSc1nnc(-c2ccccc2)c(-c2ccccc2)n1,-3,-15,0,3.1,15,-6,-1,2,10

# High-throughput results from PubChem.
